miR122 inh – blocks miR-122 activity in Huh7 sensor cells; Huh7 miR-122 Renilla luciferase sensor, 48 h; neutral wells = 0, positive control = 100; activation (reporter increase), % at 12.5 µM; 340,000 tested, 0.3% active;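 active means mean replicate activation score at least 90 and every replicate individually at or above 90; inconclusive means only one of the two criteria met; inactive means neither criterion met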;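 further: higher luciferase means less miR-122 activity so hits act as miR-122 inhibitors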
Cneo AK release – Cryptococcus neoformans lysis via adenylate kinase release; C. neoformans lysis, adenylate kinase release luminescence, 4 h; normalised: neutral wells 0, clomiphene wells 100; lysis activity, % at 15 µM; 360,000 tested, 0.2% active; AID 651654;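 active means mean lysis activity across replicates of at least 80%, whatever share of replicates individually reach that level; inactive means mean lysis activity below 80%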
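Schedule: static 4 h at 37 °C with compound, 1 h detection; system: C. neoformans cells; benchmarks: Clomiphene as positive control; buffer or medium: fresh YPD medium; measure: luminescence rise reflecting yeast cell lysis; measured by: luminescent adenylate kinase detection reagent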
PGC1a acetyl inh – modulators of PGC1a acetylation; 350,000 tested, 0.17% active; AID 651687; U2OS PGC1a acetylation, AlphaScreen anti-acetyl-lysine; with virally co-expressed GCN5 acetyltransferase; inhibition, % at 15.6 µM;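 active means every replicate shows inhibition of at least 40%; inconclusive means mean inhibition at least 40% but some replicate below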;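 further: 0% = neutral control wells and 100% = positive control wells; some results beyond the cut were filed as inactive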
RAD54 inh – inhibitors of human RAD54 branch migration | Q92698 | RAD54 Holliday junction branch migration, FAM/BHQ fluorescence | inhibition, % at 10.4 µM | 360,000 tested, 0.14% active | AID 602329;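 active means mean normalized replicate activity at least 40 and at least half of replicates scoring 40 or more; inconclusive means only one of the two criteria met; inactive means mean below 40 and under half of replicates reaching 40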;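 further: 0% = median of neutral control wells and 100% = median of positive control wells; inhibitors cause a drop in the FAM fluorescence signal; in these data hits start at about 50%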
ERAP1 HTS inh – inhibitors of human ERAP1 aminopeptidase. AID 652197. inhibition, % at 10.7 µM. recombinant ERAP1, Leu-AMC fluorescence, 60 min. 340,000 tested, 0.15% active;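 active means mean replicate inhibition of at least 30%, or all replicates individually reaching that 30% level; inactive means mean below 30% and not every replicate reaching it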;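 further: 0% = neutral control wells and 100% = L-leucinethiol positive control wells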
Target sequence (Q9NZ08 whole entry, looked up): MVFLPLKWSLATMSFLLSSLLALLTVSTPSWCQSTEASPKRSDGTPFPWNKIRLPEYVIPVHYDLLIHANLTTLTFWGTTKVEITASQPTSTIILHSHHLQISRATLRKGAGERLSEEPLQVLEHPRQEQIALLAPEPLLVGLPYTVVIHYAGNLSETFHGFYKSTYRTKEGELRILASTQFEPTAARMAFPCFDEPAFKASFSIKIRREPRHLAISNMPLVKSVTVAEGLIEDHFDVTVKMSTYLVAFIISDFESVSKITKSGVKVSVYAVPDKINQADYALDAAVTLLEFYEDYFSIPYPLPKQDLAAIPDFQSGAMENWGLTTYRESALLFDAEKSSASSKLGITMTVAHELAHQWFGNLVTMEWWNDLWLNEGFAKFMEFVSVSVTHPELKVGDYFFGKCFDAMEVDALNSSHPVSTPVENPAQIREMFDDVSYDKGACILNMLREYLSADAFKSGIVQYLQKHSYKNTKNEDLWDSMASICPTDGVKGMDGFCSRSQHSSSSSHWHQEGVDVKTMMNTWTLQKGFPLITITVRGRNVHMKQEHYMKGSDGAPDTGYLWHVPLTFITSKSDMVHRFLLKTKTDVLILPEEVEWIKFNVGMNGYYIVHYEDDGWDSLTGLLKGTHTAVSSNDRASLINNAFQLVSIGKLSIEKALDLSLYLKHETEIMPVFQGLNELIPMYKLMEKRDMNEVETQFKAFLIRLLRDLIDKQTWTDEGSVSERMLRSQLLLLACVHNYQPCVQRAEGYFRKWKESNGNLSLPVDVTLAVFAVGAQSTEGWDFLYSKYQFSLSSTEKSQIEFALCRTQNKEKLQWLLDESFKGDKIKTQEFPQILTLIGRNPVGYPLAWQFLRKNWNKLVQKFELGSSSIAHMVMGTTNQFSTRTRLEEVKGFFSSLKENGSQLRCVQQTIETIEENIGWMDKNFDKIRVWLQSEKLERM
E-selectin induc – E-selectin induction on HUVECs | P16581 | HUVEC E-selectin immunofluorescence imaging; normalized: neutral wells 0, TNF-alpha wells 100 | activation, % at 7.58 µM | 260,000 tested, 0.37% active | AID 686992;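 active means mean E-selectin-positive cell signal at least 10% of the positive control, reached in at least 60% of replicates, without over 20% cell loss; inconclusive means no rule given, readout overlaps actives, possibly toxicity-flagged; inactive means the rest, including those meeting only one limit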;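 further: in these data hits start at about 27%; measured in HUVEC primary endothelial cells; signal is the percent of cells scored E-selectin positive by PE staining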
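Assay system: HUVEC primary endothelial cells. Input: 3,000 HUVEC seeded per well. Doses: one compound dose added by pin transfer. Read-out basis: % PE-positive cells. Benchmarks: TNF-alpha high, DMSO low. Detection: immunofluorescence imaging. Buffer or medium: EGM-2, gelatin.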
PglD DTNB – PglD (C. jejuni) enzyme inhibition. AID 602405. 360,000 tested, 0.098% active. purified PglD enzyme, DTNB colorimetric CoA detection. inhibition, % at 12.5 µM; in the data active means inhibition above about 16%, passing the limit was not always enough; inconclusive means no clear call, values can overlap the other calls; further: strong numbers were not always called active
RAD52 anneal inh – inhibitors of human RAD52 DNA annealing. 360,000 tested, 0.46% active. inhibition, % at 18.7 µM. P43351. recombinant RAD52 DNA annealing, FRET fluorescence;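 active means every replicate showing at least 50% inhibition; inconclusive means mean inhibition at least 50% but not in every replicate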
* = called active by the depositor; ? = inconclusive; nt = not tested or not shown; & = joins results of further samples; [ ] = another dose, or the depositor's remark. Not a hit list (roughly 1.4% active in at least one column).

SMILES | miR122 inh | Cneo AK release | PGC1a acetyl inh | RAD54 inh | ERAP1 HTS inh | E-selectin induc | PglD DTNB | RAD52 anneal inh
COc1cccc(N(CC(=O)N2CCOCC2)S(C)(=O)=O)c1 | 0 | 1 | -1 | -2 | 10 | 3.0 | 10 | -3
COc1ccc(Cc2nnc(SCC(=O)Nc3nc(C)cs3)o2)cc1 | nt | -4 | 3 | 3 | nt | nt | -4 | nt
COc1ccc(C#Cc2ccc3c(c2)[C@@H]2[C@@H](CCN2C(C)=O)[C@H](CO)N3C)cc1 | 8[16.7 µM] | 3 | 11 | -24 | nt | 1.6 | -1 | nt
COc1ccc(C2(C)NC(=O)N(CC(=O)N(c3ccccc3)C3CCS(=O)(=O)C3)C2=O)cc1 (configuration not stated) | -11 | nt | 18 | nt | 0 | nt | nt | -9
CCOC(Cn1cc([N+](=O)[O-])c(=O)[nH]c1=O)OCC | nt | -1 | 3 | 0 | 5 | 0.1 | -4 | -1
O=C(COC(=O)CNC(=O)c1ccco1)NCc1ccc(F)cc1 | nt | nt | -4 | nt | 0 | 1.3 | nt | -26
CC(C)CCNC(=O)c1onc(CSc2ccc(Cl)cc2)c1C(=O)NCCC(C)C | -5 | 2 | nt | 4 | -3 | 0.3 | 3 | -16
C[C@@H]1CCCCO[C@@H](CN(C)C(=O)CCCN(C)C)[C@H](C)CN([C@H](C)CO)C(=O)c2cc(N(C)C)ccc2O1 | 2[16.7 µM] | 3 | 6 | -8 | 1 | -0.3 | 3 | 0
COC(=O)C1CCN(C(=O)COC(=O)CCc2nc3ccccc3c(=O)[nH]2)CC1 | -4 | 0 | 7 | -8 | -2 | -0.4 | 6 | -5
O=c1[nH][nH]c2nc(C(F)(F)F)cc(C(F)(F)F)c12 | -13 | -4 | -9 | -5 | nt | nt | 2 | nt
COc1cc(C)ccc1OCCOCCOc1ccccc1[N+](=O)[O-] | 5 | -5 | -1 | 4 | 11 | nt | 4 | -6
CSc1ccc(CNC(=O)Cn2nc(C)c3c(C)n(-c4ccc(C)cc4)nc3c2=O)cc1 | 3 | -3 | 13 | 3 | 5 | -0.3 | -1 | -9
C[C@@H]1CN([C@@H](C)CO)C(=O)Cc2cc(NC(=O)Cn3cnnn3)ccc2O[C@H]1CN(C)CC1CC1 | -1[16.7 µM] | -2 | 2 | 6 | 2 | -0.1 | 4 | 0
CC(C(=O)NC1C=CS(=O)(=O)C1)N1C(=O)/C(=C\c2ccccc2)SC1=S (configuration not stated) | -5 | -1 | nt | -3 | 2 | nt | -6 | -27
C[C@@H]1CN([C@H](C)CO)C(=O)c2cc(NS(=O)(=O)c3cccs3)ccc2O[C@@H]1CN(C)CC1CCCCC1 | 4[16.7 µM] | 8 | nt | 6 | -3 | -0.4 | -1 | 2
COc1cc(/C=C(\NC(=O)c2ccccc2)C(=O)Nc2nccs2)ccc1OC(C)=O | -5 | -6 | 20 | -16 | 3 | nt | -7 | -3
CCOC(=O)c1cc(CC)sc1NC(=O)Cc1ccsc1 | 6 | -3 | -13 | -7 | nt | nt | -3 | nt
COC(C/C=C/[C@H](O)[C@H](C)OCc1ccccc1)OC | nt | 3 | nt | -3 | -4 | 0.1 | 2 | 3
CC(C)[C@H](NC(=O)N1CC(=O)Nc2ccccc21)C(=O)N1CCC[C@@H]1C(=O)O | -4 | 0 | 3 | -2 | -3 | nt | -1 | -6
COc1ccc(CN(Cc2cc3ccc(C)cc3[nH]c2=O)Cc2nnnn2C2CCCC2)cc1 | 1 | -3 | ? | -13 | nt | nt | -7 | nt
O=C(Nc1ccccc1-c1nnn(CC(=O)N2CCCc3ccccc32)n1)c1ccc(Cl)cc1 | 1 | -1 | -6 | -4 | nt | nt | 0 | nt
Cc1c(Cl)cccc1NS(=O)(=O)c1c(C(=O)N2CCOCC2)c(C)n(C)c1C | 55 | 0 | -2 | -5 | -5 | nt | -4 | -7
O=C(NNS(=O)(=O)c1ccccc1)c1ccc(O)cc1 | -6 | -1 | -4 | -19 | -1 | nt | 8 | -12
C=CCNC(=O)c1ccc(C)cc1Cl | 11 | 0 | 7 | 4 | nt | nt | 3 | nt
Cc1cccc(OCC(=O)N/N=C/c2cc([N+](=O)[O-])ccc2N2CCOCC2)c1 | -6 | 0 | 3 | -5 | nt | -0.3 | -6 | nt
O=C(OCc1c(-c2ccccc2)ncc2ccccc12)c1ccccc1C(F)(F)F | nt | 5 | nt | -1 | -3 | -0.2 | -8 | -9
CCCNC(=O)N[C@@H]1CC[C@@H](CC(=O)NC2CCC2)O[C@@H]1CO | -3[16.7 µM] | -2 | 0 | 4 | -1 | -0.3 | 15 | 1
N#Cc1ccc(-c2ccc(OCC(=O)Nc3cccnc3)cc2)cc1 | 0 | 7 | 1 | -1 | 0 | -1.3 | -1 | -13
O=C(NCc1ccccc1)c1ccc(NC(=O)C2CCCO2)cc1 (configuration not stated) | -5 | 0 | -1 | 0 | -3 | 0.0 | -3 | -13
O=C(O)CSc1ncccn1 | -8 | nt | 13 | nt | nt | 0.0 | nt | -2
COc1ccc(CNC(=O)C[C@H]2C[C@H](C(=O)N(C(C)C)C(C)C)[C@@]3(C)c4[nH]c5ccc(Cl)cc5c4CCN3C2=O)cc1OC | -14 | 1 | -10 | -5 | nt | -0.8 | 1 | -12
O=C(C[C@H]1CC[C@@H]2[C@H](COC[C@@H](O)CN2Cc2ccc(Cl)cc2)O1)NCCc1ccccc1 | -4[16.7 µM] | 0 | -13 | 10 | 0 | 0.1&-5.0 | 0 | 10&-22
COC(=O)c1ccc(COC(=O)c2ccccn2)cc1 | -3 | -1 | 6 | -8 | nt | nt | 4 | nt
CC=Cc1ccc2n(c1=O)C[C@@H]1[C@@H](CO)[C@H](C(=O)NC3CCC3)N(S(C)(=O)=O)[C@H]21 (mixture of isomers) | -2[16.7 µM] | 4 | 10 | 7 | 2 | 1.1 | -3 | 1
O=C(O)/C(=C\c1cccc(OCc2ccccc2)c1)c1ccc(F)cc1 | -2 | 0 | 5 | -3 | -5 | nt | 0 | -32
CCOc1cc(/C=N\NC(=O)CC(=O)NCCc2ccccc2)ccc1O | nt | nt | -4 | nt | 7 | 21 | nt | -8
CCC(=O)N1CCc2cc(S(=O)(=O)CCC(=O)Nc3ccc(C(C)=O)cc3)ccc21 | -1 | 2 | -4 | 0 | -4 | nt | 0 | -9
Cc1cc(C)c(Cn2c(=O)[nH][nH]c2=O)cc1Cn1c(=O)[nH][nH]c1=O | nt | 3 | 8 | 7 | -7 | 0.0 | -2 | -15
CCCNC(=O)C1(C)CCN(Cc2ccc(Oc3ccccc3)cc2)C1 (configuration not stated) | -2 | 1 | nt | -3 | -1 | -0.2 | -4 | -5
CS(=O)(=O)c1ccc2nc(NC(=O)C3C4C=CC(C4)C3C(=O)O)sc2c1 (configuration not stated) | -5 | -2 | -5 | -6 | nt | nt | 0 | nt
CCCC(=O)Nc1ccc2c(c1)C(=O)N(C)C[C@H](OC)[C@@H](C)CN(C(=O)c1cnccn1)[C@H](C)CO2 | -3[16.7 µM] | -10 | 9 | 3 | 2 | -0.1 | 6 | -20
C[C@@H]1CN([C@@H](C)CO)C(=O)c2cc(-c3ccc(C#N)cc3)cnc2O[C@H]1CN(C)Cc1cncnc1 | nt | -2 | 5 | 5 | 0 | -0.1 | -8 | 5
CCOc1ccc(S(=O)(=O)NCc2cccnc2)c2ccccc12 | 25 | -1 | -18 | -4 | 0 | nt | 0 | -2
COc1ccc(S(=O)(=O)Nc2cccnc2)cc1 | 1 | nt | 10 | nt | -2 | 1.8 | nt | -13
COc1ccc(S(=O)(=O)N2CCN(C(=O)c3ccccn3)CC2)cc1 | nt | 2 | nt | 8 | 0 | nt | -1 | -6
CC(NC(=O)c1ccccc1F)c1cccc2ccccc12 (configuration not stated) | -1 | -1 | -5 | -2 | 0 | -0.1 | 1 | 0
Cc1ccc(S(=O)(=O)N2CCOCC2)cc1NC(=O)COC(=O)C1CCC1 | 0 | 7 | 10 | 4 | 3 | -0.1 | 1 | 3
COc1ccc(OC)c(CCNC(=O)c2ccc3c(c2)N(Cc2ccccc2)CCS3)c1 | nt | -2 | -2 | -2 | 2 | -1.0 | 5 | -19
COc1ccc(NC(=O)Cc2ccsc2)cc1S(=O)(=O)N1CCOCC1 | -3 | -1 | 3 | -16 | 0 | nt | 0 | 3
CCNc1nc(SC)nc(N(C#N)CC(=O)OC)n1 | -2 | 3 | -11 | 7 | -2 | nt | 1 | -1
CC(C)(C)C(=O)N/C(N)=N/c1nc2ccccc2o1 | -13 | -4 | -5 | -2 | nt | nt | -3 | -19
COc1ccc(NC(=O)N(C)C[C@@H]2OCCCC[C@H](C)Oc3ccc(NS(=O)(=O)c4ccc(Cl)cc4)cc3C(=O)N([C@H](C)CO)C[C@@H]2C)cc1 | 3[16.7 µM] | 7 | -14 | -4 | -3 | 1.4 | -2 | 40
c1cc(-c2ccc3c(c2)CCO3)n2cnnc2c1 | -2 | 2 | -14 | -4 | 3 | 5.2 | 1 | -18
CC1(C)C2CCC1(CS(=O)(=O)NC(CC(=O)O)c1cccc(Br)c1)C(=O)C2 (configuration not stated) | -1 | 0 | -1 | 2 | -4 | 0.0 | 2 | -12
COCC(=O)N1CCCCN2[C@H](CO)[C@@H](c3ccc(-c4ccc(C)cc4)cc3)[C@H]2C1 | 6[16.7 µM] | 1 | 8 | -23 | -1 | -0.3 | 2 | 12
Cc1ccc(Oc2ncc(CN3CCOCC3)s2)cc1 | -26 | 1 | nt | -4 | nt | nt | -2 | nt
Cc1ccc2c(c1)N(CC(=O)NCCCN1CCN(C)CC1)C(=O)CO2 | 3 | 0 | nt | 3 | 1 | 0.0 | 1 | -7
COc1ccc(S(=O)(=O)N(C)C[C@@H]2OCCCC[C@@H](C)Oc3ccc(NC(=O)NC4CCCCC4)cc3C(=O)N([C@H](C)CO)C[C@@H]2C)cc1 | -1[16.7 µM] | -1 | 5 | -7 | 2 | nt | -1 | -27
O=C(Cn1cc(C(=O)c2ccco2)c2ccccc21)Nc1ccccc1F | nt | nt | -3 | nt | -2 | 0.1 | nt | 3
COc1cccc(C#Cc2ccc([C@@H]3[C@H](CO)N4C(=O)CN(C(=O)C5CC5)C[C@@H]34)cc2)c1 | nt | nt | -8 | nt | 0 | 2.1 | nt | -7
Other records follow:
SMILES | miR122 inh | Cneo AK release | PGC1a acetyl inh | RAD54 inh | ERAP1 HTS inh | E-selectin induc | PglD DTNB | RAD52 anneal inh
CN(C)/C=C(/C(=O)c1ccc(Cl)cc1Cl)S(=O)(=O)c1ccc(Cl)cc1 | 11 | -1 | -9 | -4 | nt | nt | 5 | nt
C[C@@H]1CN([C@@H](C)CO)C(=O)Cc2cc(NC(=O)Nc3ccc(C(F)(F)F)cc3)ccc2O[C@H]1CN(C)CC1CC1 | 1[16.7 µM] | 2 | 0 | -3 | -3 | -4.4 | 15 | 5
CN(C)c1ccc(/C=C/CNC[C@H]2O[C@@H](n3ccc(N)nc3=O)[C@H](O)[C@@H]2O)cc1 | -8 | -1 | nt | -11 | 1 | 0.6 | -1 | -17
O=C(NCC1CCCCC1)[C@@H]1[C@@H](CO)[C@@H]2Cn3c(ccc(-c4cncnc4)c3=O)[C@H]1N2 | nt | 0 | nt | -1 | 1 | 0.6 | -2 | -3

Screening data from PubChem.
